HGIII-sPLA2 inh = human group III sPLA2 inhibitors, primary screen, biochemical, QFRET, BODIPY PC-A2 liposome substrate | 370,000 compounds, 0.56% hits | Group 3 secretory phospholipase A2 (Homo sapiens), Q9NZ20 | AID 743126, 2013 | QFRET BODIPY PC-A2 liposome hydrolysis, fluorescence | inhibition, % at 12.2 µM;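 active = inhibition above mean plus 3 SD of compounds lying within the high and low control bounds, cut at about 19% in these data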;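 note: 0% = median of test compound wells and 100% = no enzyme DMSO wells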
DAX1 inh-1 = DAX1 (NR0B1) inhibitors, primary screen, cell-based, HEK293, Gal4-DAX1, luciferase luminescence; Nuclear receptor subfamily 0 group B member 1 (Homo sapiens), P51843; HEK293 Gal4-DAX1 luciferase reporter; inhibition, % at 6.75 µM; 340,000 compounds, 0.99% hits; AID 504766, 2011;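 active = inhibition above the mean over all tested compounds plus 3 SD, cut at about 4.2% in these data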;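 note: 0% = DAX1-transfected cells with DMSO and 100% = empty-vector control cells with DMSO; inhibition shows as a rise in luminescence from relieved DAX1 repression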
Target sequence (P51843 207-470 limits assumed): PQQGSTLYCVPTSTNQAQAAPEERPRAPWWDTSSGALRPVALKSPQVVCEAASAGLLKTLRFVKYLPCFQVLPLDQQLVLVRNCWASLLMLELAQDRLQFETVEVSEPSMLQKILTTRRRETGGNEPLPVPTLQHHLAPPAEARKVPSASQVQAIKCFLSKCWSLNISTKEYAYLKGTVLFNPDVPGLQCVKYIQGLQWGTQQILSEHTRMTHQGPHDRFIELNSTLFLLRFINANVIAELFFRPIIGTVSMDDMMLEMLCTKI
PLCb3 inh = human PLC-beta3 inhibitors, primary screen, biochemical, fluorescence; 1-phosphatidylinositol 4,5-bisphosphate phosphodiesterase beta-3 (Homo sapiens), Q01970; Purified PLC-beta3, fluorogenic substrate; inhibition, % at 12.2 µM; 370,000 compounds, 0.18% hits; AID 720704, 2013; in the data active = inhibition above about 11%;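 note: 0% = median of compound wells on plate and 100% = full blocker control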
FXN GAA850 act = FXN promoter activators, primary screen, cell-based, luciferase luminescence, HEK293 lucGAA850; 360,000 compounds, 0.56% hits; activation, % at 6 µM; HEK293 lucGAA850 FXN promoter luciferase reporter, 24 h; percent of 10 µM SAHA response;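 active = activation above the average of all compounds screened plus 3 SD, cutoff fixed separately per campaign, cut at about 7.5% in these data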;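 note: 0% = DMSO wells and 100% = 10 µM SAHA wells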
hgDAF-12 ag = H. glycines DAF-12 receptor agonists, primary screen, cell-based, luminescence, HEK293, GAL4 fusion, UAS-luciferase; Nuclear hormone receptor DAF-12 (Heterodera glycines), GAL4 fusion; HEK293 GAL4-hgDAF12 UAS-luciferase reporter, agonist luminescence; normalized to butyrate control; activation, % at 6.8 µM; 370,000 compounds, 1.8% hits;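 active = activation above a cutoff set at the mean of all screened compounds plus 3 SD, cut at about 10% in these data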;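 note: 0% = DMSO wells and 100% = sodium butyrate wells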
SMARCA2 activ = SMARCA2 (BRM) function activators, primary screen, cell-based, luminescence, high throughput; MG213 cells, MMTV-luciferase reporter, dexamethasone, overnight; activation, % at 9.1 µM; 370,000 compounds, 1% hits; in the data active = activation above about 7.8%;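 note: 0% = vehicle wells and 100% = reference activator wells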
ssDAF-12 act = S. stercoralis DAF-12 nuclear receptor activators, primary screen, cell-based, luminescence, HEK293, GRIP1 co-expression, lit1-tk-luc | AID 652126, 2013 | 370,000 compounds, 1% hits | activation, % at 6.8 µM | Nuclear hormone receptor DAF-12 (Strongyloides stercoralis) | HEK293 ssDAF-12/GRIP1 lit1-tk-luc reporter; % of 3 µM dafachronic acid response;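 active = activation above the mean over all tested compounds plus 3 SD, cut at about 0.9% in these data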;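 note: 0% = DMSO-only wells and 100% = 3 µM delta7-dafachronic acid wells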
hcDAF-12 act = H. contortus DAF-12 nuclear receptor activators, primary screen, cell-based, luminescence, HEK293, lit1-tk-luc reporter. HEK293 hcDAF-12 lit1-tk-luc reporter; 0% DMSO, 100% Δ7-dafachronic acid. AID 652067, 2013. activation, % at 6.8 µM. 370,000 compounds, 1.4% hits;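 active = activation above the mean of all tested compounds plus 3 SD, cut at about 5.5% in these data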;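 note: 100% = response to 3 µM Δ7-dafachronic acid high control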
DAX1 inh-2 = DAX1 (NR0B1) inhibitors on StAR promoter, primary screen, cell-based, luminescence, SF-1 (NR5A1), full-length DAX-1 | HEK293T StAR-luciferase reporter, SF-1/DAX-1 repression relief | inhibition, % at 6.8 µM | 370,000 compounds, 1.1% hits | AID 652010, 2013;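 active = inhibition above the mean over all tested compounds plus 3 SD, cut at about 3.6% in these data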;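 note: 0% = DAX-1 cells with DMSO and 100% = cells lacking DAX-1 with DMSO; higher inhibition means more luminescence from relief of DAX-1 repression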
PG9 binder = binders of HIV-1 gp120 antibody PG9, primary screen, biochemical, TR-FRET; AID 624416, 2012; 360,000 compounds, 0.43% hits; inhibition, % at 6.7 µM; TR-FRET gp120-PG9 antibody binding; HIV-1 gp120 / PG9 antibody interaction; in the data active = inhibition above about 8.5%
NR1D1 modulator = modulators of Rev-erb alpha DNA binding, primary screen, biochemical, FITC-DNA, fluorescence polarization, uHTS; Rev-erbα–FITC-DNA binding, 90 min; Nuclear receptor subfamily 1 group D member 1 (Homo sapiens), P20393; 370,000 compounds, 0.79% hits; activity, % at 10 µM;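 active = activity above about 14%, limit read from the data; passing the limit was not always enough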;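 note: 0% = DMSO wells with 35 nM protein and 100% = DMSO wells with 750 nM protein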
Target sequence (P20393 whole entry, looked up): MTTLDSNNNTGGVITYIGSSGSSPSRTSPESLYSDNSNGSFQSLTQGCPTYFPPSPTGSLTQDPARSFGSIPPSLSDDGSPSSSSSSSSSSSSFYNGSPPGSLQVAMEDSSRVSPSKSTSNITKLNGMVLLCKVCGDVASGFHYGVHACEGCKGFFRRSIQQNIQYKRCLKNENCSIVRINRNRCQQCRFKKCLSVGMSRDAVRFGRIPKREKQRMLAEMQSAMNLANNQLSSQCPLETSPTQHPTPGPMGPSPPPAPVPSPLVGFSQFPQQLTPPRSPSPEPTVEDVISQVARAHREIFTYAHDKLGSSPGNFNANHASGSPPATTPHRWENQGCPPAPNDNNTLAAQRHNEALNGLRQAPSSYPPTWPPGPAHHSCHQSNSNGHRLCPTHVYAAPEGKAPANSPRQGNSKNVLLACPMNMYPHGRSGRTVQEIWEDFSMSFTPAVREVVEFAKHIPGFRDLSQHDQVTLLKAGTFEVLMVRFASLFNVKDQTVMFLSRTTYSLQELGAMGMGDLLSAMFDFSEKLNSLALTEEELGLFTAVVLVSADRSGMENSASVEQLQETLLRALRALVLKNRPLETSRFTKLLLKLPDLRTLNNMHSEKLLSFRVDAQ
An asterisk follows results filed as active.

How did CCOC(=O)C1CC(=NO)c2ccc(OC)c(OC)c2C1 (stereo not drawn) do in these assays?
HGIII-sPLA2 inh: -3; DAX1 inh-1: 0.3; PLCb3 inh: -40; FXN GAA850 act: -0.7; hgDAF-12 ag: -2.1; SMARCA2 activ: -2; ssDAF-12 act: -1.1; hcDAF-12 act: 1.0; DAX1 inh-2: 0.5; PG9 binder: 0.5; NR1D1 modulator: -2

How did Cc1ccccc1/C=N/Nc1ccnc2cc(Cl)ccc12 do in these assays?
HGIII-sPLA2 inh: -18; DAX1 inh-1: -0.7; PLCb3 inh: -22; FXN GAA850 act: -3.0; hgDAF-12 ag: -1.4; SMARCA2 activ: -2; ssDAF-12 act: -1.4; hcDAF-12 act: -1.4; DAX1 inh-2: -0.4; PG9 binder: 0.9; NR1D1 modulator: -6

How did CC1CCCC(NC(=O)COC(=O)Cc2c[nH]c3ccccc23)C1C (stereo not drawn) do in these assays?
HGIII-sPLA2 inh: -69; DAX1 inh-1: -0.5; PLCb3 inh: 2; FXN GAA850 act: 0.7; hgDAF-12 ag: -0.7; SMARCA2 activ: 3; ssDAF-12 act: 0.8; hcDAF-12 act: 1.1; DAX1 inh-2: 0.7; PG9 binder: -1.3; NR1D1 modulator: -6

Results for N#Cc1ccc(C(=O)Nc2ccn(-c3ccccc3)n2)cc1 ?
HGIII-sPLA2 inh: 5; DAX1 inh-1: -3.3; PLCb3 inh: -2; FXN GAA850 act: 0.4; hgDAF-12 ag: 0.3; SMARCA2 activ: -3; ssDAF-12 act: -1.6; hcDAF-12 act: -2.0; DAX1 inh-2: -1.1; PG9 binder: -2.1; NR1D1 modulator: 4

Results for COC(=O)C1CCN(C(=O)/C=C/c2ccccc2)CC1 ?
HGIII-sPLA2 inh: 10; DAX1 inh-1: 0.1; PLCb3 inh: 0; FXN GAA850 act: 2.8; hgDAF-12 ag: 4.7; SMARCA2 activ: 5; ssDAF-12 act: 0.4; hcDAF-12 act: -2.4; DAX1 inh-2: 0.5; PG9 binder: 0.8; NR1D1 modulator: -4

Results for CC(=O)c1cc(C#N)c(NCCCN(C)C)nc1C ?
HGIII-sPLA2 inh: 2; DAX1 inh-1: 0.1; PLCb3 inh: 4; FXN GAA850 act: 1.1; hgDAF-12 ag: 2.6; SMARCA2 activ: 1; ssDAF-12 act: 0.1; hcDAF-12 act: 3.0; DAX1 inh-2: 2.1; PG9 binder: -1.1; NR1D1 modulator: -4

How did CC(=O)N1CCC(N(C(=O)Nc2ccc(C)c(C)c2)C2CCCC2)CC1 do in these assays?
HGIII-sPLA2 inh: 10; DAX1 inh-1: 0.0; PLCb3 inh: 12*; FXN GAA850 act: 2.7; hgDAF-12 ag: 4.5; SMARCA2 activ: -1; ssDAF-12 act: -0.1; hcDAF-12 act: 1.0; DAX1 inh-2: 1.2; PG9 binder: -1.4; NR1D1 modulator: -2

Results for O=C(Nc1ccccc1C(=O)O)c1ccc(CN2C(=O)c3ccccc3C2=O)cc1 ?
HGIII-sPLA2 inh: -8; DAX1 inh-1: -0.2; PLCb3 inh: 1; FXN GAA850 act: 1.2; hgDAF-12 ag: -0.3; SMARCA2 activ: -2; ssDAF-12 act: -1.2; hcDAF-12 act: 1.1; DAX1 inh-2: -0.2; PG9 binder: 0.0; NR1D1 modulator: 6

Results for COCc1cc(=O)[nH]c2cc(NC(=O)C(C)(C)CCl)c(C)cc12 ?
HGIII-sPLA2 inh: 6; DAX1 inh-1: 0.0; PLCb3 inh: -8; FXN GAA850 act: -1.3; hgDAF-12 ag: 0.4; SMARCA2 activ: -2; ssDAF-12 act: -1.1; hcDAF-12 act: -2.3; DAX1 inh-2: 0.4; PG9 binder: 1.6; NR1D1 modulator: -5

How did O=C(NC1CCCC1)C(c1ccc(Cl)cc1)N1CCN(C2CCCCC2)CC1 (stereo not drawn) do in these assays?
HGIII-sPLA2 inh: -1; DAX1 inh-1: -0.7; PLCb3 inh: -5; FXN GAA850 act: 2.2; hgDAF-12 ag: 0.2; SMARCA2 activ: -4; ssDAF-12 act: -1.9; hcDAF-12 act: 0.1; DAX1 inh-2: 1.0; PG9 binder: -1.0; NR1D1 modulator: -4

Results for O=S(=O)(c1ccc(F)cc1)N1CCC(O)(c2ccc3c(c2)OCO3)CC1 ?
HGIII-sPLA2 inh: -1; DAX1 inh-1: -0.5; PLCb3 inh: 8; FXN GAA850 act: 0.6; hgDAF-12 ag: -0.5; SMARCA2 activ: 2; ssDAF-12 act: -1.4; hcDAF-12 act: -0.9; DAX1 inh-2: 0.1; PG9 binder: -2.7; NR1D1 modulator: 5

What do the screens show for `COc1cccc(CNc2nc3nc4c(c(=O)n3[nH]2)CCC4)c1`?
HGIII-sPLA2 inh: 3; DAX1 inh-1: -0.8; PLCb3 inh: 2; FXN GAA850 act: -0.2; hgDAF-12 ag: -1.2; SMARCA2 activ: 0; ssDAF-12 act: -0.8; hcDAF-12 act: -1.2; DAX1 inh-2: 0.3; PG9 binder: 0.6; NR1D1 modulator: -2

Results for C(=NNc1ccc2ccccc2n1)c1ccccn1 ?
HGIII-sPLA2 inh: -1; PLCb3 inh: -3; hgDAF-12 ag: 11*; SMARCA2 activ: 4; ssDAF-12 act: 0.2; hcDAF-12 act: 5.9*; DAX1 inh-2: 4.8*; PG9 binder: -2.8; NR1D1 modulator: 1

What do the screens show for `COc1ccc(NC(=O)CS(=O)(=O)c2ccc(Br)cc2)cc1`?
HGIII-sPLA2 inh: -12; DAX1 inh-1: 0.7; PLCb3 inh: -2; FXN GAA850 act: 0.6; hgDAF-12 ag: -1.1; SMARCA2 activ: -1; ssDAF-12 act: -0.5; hcDAF-12 act: -0.4; DAX1 inh-2: -0.4; PG9 binder: -3.2; NR1D1 modulator: 2

What do the screens show for `Cc1cc(C)c(S(=O)(=O)NC(C)C)c(C)c1-n1cnnn1`?
HGIII-sPLA2 inh: 5; DAX1 inh-1: -0.3; PLCb3 inh: -2; FXN GAA850 act: 2.7; hgDAF-12 ag: -2.7; SMARCA2 activ: -5; ssDAF-12 act: -0.5; hcDAF-12 act: -1.2; DAX1 inh-2: -0.2; PG9 binder: -3.1; NR1D1 modulator: 2

How did Cc1ccc(C)c(NC(=O)NNC(=O)c2cc3ccccc3cc2O)c1 do in these assays?
HGIII-sPLA2 inh: 22*; DAX1 inh-1: 0.2; PLCb3 inh: -140; FXN GAA850 act: -0.5; hgDAF-12 ag: 1.2; SMARCA2 activ: -1; ssDAF-12 act: -1.1; hcDAF-12 act: 0.8; DAX1 inh-2: -0.7; PG9 binder: 0.0; NR1D1 modulator: -7

How did Cc1ccc(NC(=O)N2CCOCC2)cc1NC(=O)N1CCOCC1 do in these assays?
HGIII-sPLA2 inh: 3; DAX1 inh-1: 1.7; PLCb3 inh: -5; FXN GAA850 act: -0.6; hgDAF-12 ag: 0.7; SMARCA2 activ: -2; ssDAF-12 act: -0.9; hcDAF-12 act: 1.1; DAX1 inh-2: -1.3; PG9 binder: -1.2; NR1D1 modulator: 1

How did CCc1sc(C(=O)Nc2cccc(-n3cnnn3)c2)cc1C do in these assays?
HGIII-sPLA2 inh: -14; DAX1 inh-1: -0.5; PLCb3 inh: 1; FXN GAA850 act: -1.0; hgDAF-12 ag: -3.1; SMARCA2 activ: 1; ssDAF-12 act: -1.7; hcDAF-12 act: -2.9; DAX1 inh-2: -3.4; PG9 binder: -0.9; NR1D1 modulator: 0

What do the screens show for `COc1ccc(-c2cc(C(=O)NCC3CCCO3)c3ccccc3n2)cc1` (stereo not drawn)?
HGIII-sPLA2 inh: -1; DAX1 inh-1: -0.4; PLCb3 inh: inactive; FXN GAA850 act: 0.8; hgDAF-12 ag: 0.7; SMARCA2 activ: 2; ssDAF-12 act: -0.7; hcDAF-12 act: -0.3; DAX1 inh-2: -0.1; PG9 binder: -0.5; NR1D1 modulator: 4

How did CC(=O)/C(C#N)=C1\NC(=O)C(Cc2ccc(F)cc2)S1 (stereo not drawn) do in these assays?
HGIII-sPLA2 inh: -5; DAX1 inh-1: -1.3; PLCb3 inh: -10; FXN GAA850 act: -1.8; hgDAF-12 ag: -0.4; SMARCA2 activ: -1; ssDAF-12 act: -1.2; hcDAF-12 act: 0.0; DAX1 inh-2: 0.5; PG9 binder: -0.8; NR1D1 modulator: 10

How did CC(OC(=O)Cc1ccc(Br)cc1)C(=O)NC1CCCC1 (stereo not drawn) do in these assays?
HGIII-sPLA2 inh: 1; DAX1 inh-1: 1.8; PLCb3 inh: 5; FXN GAA850 act: 0.2; hgDAF-12 ag: 0.4; SMARCA2 activ: -2; ssDAF-12 act: -0.1; hcDAF-12 act: -0.7; DAX1 inh-2: -0.2; PG9 binder: -0.4; NR1D1 modulator: -2

How did Fc1ccccc1NC(=S)N1CCCCC1 do in these assays?
HGIII-sPLA2 inh: 5; DAX1 inh-1: 0.8; PLCb3 inh: 0; FXN GAA850 act: -0.2; hgDAF-12 ag: -1.3; SMARCA2 activ: -2; ssDAF-12 act: -1.0; hcDAF-12 act: -0.3; DAX1 inh-2: 0.5; PG9 binder: -1.2; NR1D1 modulator: -7

How did CC(=O)NC1(c2ccc(F)cc2)CCN(C(=O)c2c(F)cccc2F)CC1 do in these assays?
HGIII-sPLA2 inh: 3; DAX1 inh-1: -0.2; PLCb3 inh: -4; FXN GAA850 act: 0.4; hgDAF-12 ag: 0.9; SMARCA2 activ: -2; ssDAF-12 act: -2.0; hcDAF-12 act: -1.0; DAX1 inh-2: -0.6; PG9 binder: -0.7; NR1D1 modulator: 5

Source: PubChem
